Screening results from PubChem.
Giardia FBPA inh = qHTS Assay for Inhibitors of Fructose-1,6-bisphosphate Aldolase from Giardia Lamblia; A8B2U2; purified Giardia FBPA; Potency, µM (series often up to 59.6 µM), for inactives: top-dose activity, negative = inhibition, actives largely listed as inhibitors; actives 0.71% (n = 290,000); also: potency is read from the fitted curve at half-maximal effect; nearly all actives have a fitted effect of over 55% in size
Target sequence (A8B2U2 whole entry, looked up): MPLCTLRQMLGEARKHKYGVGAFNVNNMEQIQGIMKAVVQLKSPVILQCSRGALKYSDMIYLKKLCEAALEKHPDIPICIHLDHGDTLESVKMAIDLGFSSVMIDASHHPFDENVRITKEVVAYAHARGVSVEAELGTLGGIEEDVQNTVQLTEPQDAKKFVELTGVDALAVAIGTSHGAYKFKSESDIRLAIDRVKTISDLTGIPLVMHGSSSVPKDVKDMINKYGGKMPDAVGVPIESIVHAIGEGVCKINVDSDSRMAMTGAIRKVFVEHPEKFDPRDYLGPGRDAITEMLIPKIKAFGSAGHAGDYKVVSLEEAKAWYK
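40 nM FBPA preincubated 10 min at RT with compound (up to 57.5 uM final), then substrate plus GAPDH/TPI/NAD/arsenate coupling and diaphorase/resazurin added. Fluorescence read after 20 min at RT, 525/598 nm.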
AmpC inh no detg = qHTS Inhibitors of AmpC Beta-Lactamase (assay without detergent); P00811; AmpC nitrocefin hydrolysis, absorbance 480 nm, 0.0001% Triton; Potency, µM (series often up to 57.1 µM), for the others: top-dose activity change, negative = inhibition, actives largely listed as inhibitors; actives 0.52% (n = 330,000); AID 485341, 2010;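 also: potency is read from the fitted curve at half-maximal effect; plate controls were no compound for no effect and no enzyme for full effect; nearly all actives have a fitted effect of over 20% in size; some results filed as inactive show a strong effect at the top dose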
Target sequence (P00811 whole entry, looked up): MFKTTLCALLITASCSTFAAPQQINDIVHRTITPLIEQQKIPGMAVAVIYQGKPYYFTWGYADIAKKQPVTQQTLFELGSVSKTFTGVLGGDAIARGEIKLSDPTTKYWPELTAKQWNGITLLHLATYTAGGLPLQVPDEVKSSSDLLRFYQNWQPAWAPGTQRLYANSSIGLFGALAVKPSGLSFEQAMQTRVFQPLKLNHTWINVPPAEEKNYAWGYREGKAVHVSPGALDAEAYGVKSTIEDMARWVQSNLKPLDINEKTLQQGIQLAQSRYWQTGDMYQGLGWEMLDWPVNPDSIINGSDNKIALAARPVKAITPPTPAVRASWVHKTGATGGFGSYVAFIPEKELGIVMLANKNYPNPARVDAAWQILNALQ
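20 mM phosphate pH 7.0 + 0.01% (detergent screen) or 0.0001% Triton X-100; 5.3 nM AmpC reagent; cpd preinc 15 min RT; nitrocefin (800 uM stock) to start; A480 q20 s × 4 min; Activity was normalised to no-enzyme and no-compound control wells.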
HCV inh = qHTS Assay for Inhibitors of Hepatitis C Virus (HCV). Huh7.5.1 HCVcc-Cre infection, luciferase reporter, 44 h. Potency, µM (highest dose often 41.8 µM), inactives show at the top dose activity change, negative = inhibition, hits mostly inhibitors. actives 3.4% (n = 340,000); also: potency is read from the fitted curve at half-maximal effect
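Luciferase read-out (15 sec integration) after a 15 min room-temperature substrate step quantifies HCVcc-Cre infection. Cells, 1,000 per well, had compound added 4 h post-plating, then virus at ~0.5 moi, and were cultured 44 h.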
Sm TGR inh = qHTS Assay for the Inhibitors of Schistosoma Mansoni Peroxiredoxins. Schistosoma mansoni thioredoxin glutathione reductase (TGR), Q962Y6. purified TGR, DTNB reduction, TNB absorbance 405 nm. Potency, µM (titrated, usually from 114 µM), for inactives: at the highest dose activity change, negative = inhibition, hits mostly inhibitors. actives 3% (n = 360,000); also: potency is read from the fitted curve at half-maximal effect; nearly all actives have a fitted effect of over 60% in size
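TGR 20 nM + NADPH 100 uM (dispensed conc.), cpd preinc 15 min RT; start with NADPH (500 uM addition) then DTNB (15 mM addition). Kinetic TNB absorbance, 405 nm filter. Four-parameter Hill fit across titration.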
AmpC inh detg = qHTS Inhibitors of AmpC Beta-Lactamase (assay with detergent) | P00811 | AmpC hydrolysis of nitrocefin, absorbance 480 nm, 0.01% Triton | Potency, µM (series often up to 114 µM), inactives show top-dose activity change, negative = inhibition, actives largely listed as inhibitors | actives 0.041% (n = 370,000) | AID 485294, 2010;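 also: potency is read from the fitted curve at half-maximal effect; 0% = no-compound wells and -100% = no-enzyme wells; nearly all actives have a fitted effect of over 25% in size; some results filed as inactive show a strong effect at the top dose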
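AmpC (5.3 nM in the dispensed reagent) in 20 mM phosphate pH 7.0 with 0.01% (detergent screen) or 0.0001% Triton X-100 was preincubated with compounds for 15 min at room temperature. Nitrocefin was then added from an 800 uM solution, and hydrolysis was followed at 480 nm.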
HCMV antiviral = qHTS Assay for inhibitors of the human cytomegalovirus (HCMV); activity change, negative = inhibition, % at 57.5 µM; AID 1259415, 2018; HFF cells, HCMV-luciferase reporter, 72 h; hits give low values; actives 4.5% (n = 410,000); in the data active = activity change below about -60%; inconclusive = no clear call, values can overlap the other calls; inactive = above about -39%
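Steps: HFFs plated, 16 h 37C; compounds added; HCMV-luciferase added to MOI 1 PFU/cell; 72 h 37C; OneGlo reagent, 5 min room temperature; luminescence read, normalized to controls.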
* hit, by the source's call; ? = inconclusive; / = not tested or not shown; [ ] = dose if it differs, or a comment. Unless noted, calls follow the shape of the dose curve; as a rule, active = well fitted curve in the direction sought with a large enough effect; inconclusive = small, poorly fitted or top-dose-only effect, or another doubt; inactive = no such curve, though single readings can be large; an effect the other way counts as inactive or inconclusive. Unless noted, % is scaled to controls: 0 for no effect and ±100 for the full control effect.

Preview:
Below each SMILES – Giardia FBPA inh	AmpC inh no detg	HCV inh	Sm TGR inh	AmpC inh detg	HCMV antiviral
- O=C(C[n+]1ccc(-c2nnc3n2CCC3)cc1)c1ccc(Cl)c(Cl)c1
→ -5%	9%	18%	12%	15%	-14
- CC1Cc2ccccc2N1C(=O)Cn1c(=O)oc2cc(S(=O)(=O)N3CCCCC3)ccc21 (centres undefined)
→ -3%	6%	-7%	-5%	?	0
- Cn1c(-c2nnn(-c3ccc(F)cc3)n2)cc2ccccc21
→ 4%	-20%	/	-21%	9%	190
- CCCCNC(=O)CCn1c(=O)c2ccccc2n(CC(=O)NCCc2ccc(OC)c(OC)c2)c1=O
→ -2%	18%	-21%	-1%	-2%	0
- COc1ccc(S(C)(=O)=O)cc1S(C)(=O)=O
→ 3%	-12%	16%	0%	-15%	51
- CN(Cc1ccccc1)C(=O)c1[nH]cnc1C(=O)NCC(=O)OC(C)(C)C
→ ?	13%	13%	0%	-19%	?
- O=C(O)c1[nH]c2ccccc2c1C(c1cc(Cl)cc([N+](=O)[O-])c1O)c1c(C(=O)O)[nH]c2ccccc12
→ 9%	-11%	6%	-15%	-13%	151

All compounds of this part, repeating the preview:
Below each SMILES – Giardia FBPA inh	AmpC inh no detg	HCV inh	Sm TGR inh	AmpC inh detg	HCMV antiviral
- O=C(C[n+]1ccc(-c2nnc3n2CCC3)cc1)c1ccc(Cl)c(Cl)c1
→ -5%	9%	18%	12%	15%	-14
- CC1Cc2ccccc2N1C(=O)Cn1c(=O)oc2cc(S(=O)(=O)N3CCCCC3)ccc21 (centres undefined)
→ -3%	6%	-7%	-5%	?	0
- Cn1c(-c2nnn(-c3ccc(F)cc3)n2)cc2ccccc21
→ 4%	-20%	/	-21%	9%	190
- CCCCNC(=O)CCn1c(=O)c2ccccc2n(CC(=O)NCCc2ccc(OC)c(OC)c2)c1=O
→ -2%	18%	-21%	-1%	-2%	0
- COc1ccc(S(C)(=O)=O)cc1S(C)(=O)=O
→ 3%	-12%	16%	0%	-15%	51
- CN(Cc1ccccc1)C(=O)c1[nH]cnc1C(=O)NCC(=O)OC(C)(C)C
→ ?	13%	13%	0%	-19%	?
- O=C(O)c1[nH]c2ccccc2c1C(c1cc(Cl)cc([N+](=O)[O-])c1O)c1c(C(=O)O)[nH]c2ccccc12
→ 9%	-11%	6%	-15%	-13%	151
- COc1ccc(/C=N/NS(=O)(=O)c2ccc(F)cc2)cc1CN1CCSCC1
→ -24%	-38%	7%	-19%	?	-8
- O=C(Nc1ccc(O)cc1)c1ccc2c(c1)C(=O)N(Cc1cccnc1)C2=O
→ 5%	-16%	?	-17%	9%	-34
- OCCc1ccc(O)cc1
→ /	-12%	16%	-3%	-21%	-24
- O=C1CSC(c2ccc(F)cc2)N1c1c(F)cccc1F (centres undefined)
→ 5%	-10%	7%	3%	-4%	-36
- C=CCNc1nc2c(c(=O)[nH]c(=O)n2C)n1CCOc1ccccc1
→ -8%	-6%	-6%	-24%	?	44
- O=C(CSCc1c(F)cccc1Cl)Nc1cccnc1
→ 1%	-14%	14%	-16%	2%	-3
- COc1cccc(NC(=O)C(=O)N/N=C/c2ccc3c(c2)OCO3)c1
→ -5%	-11%	7%	2%	?	13
- COc1ccc(Br)cc1CN(C)C(=O)CNC(=O)c1ccc2ccccc2c1
→ -6%	-11%	?	-6%	-6%	-15
- COc1ccc(Cl)cc1NC(=O)CN(C)C1CCS(=O)(=O)C1 (centres undefined)
→ /	-12%	?	50µM*	-2%	25
- COc1ccc(CCNc2ncnc3onc(C)c23)c(OC)c1
→ /	/	/	2%	6%	?
- Nc1cc(=O)[nH]c(SCC(=O)NC2CCCc3ccccc32)n1 (centres undefined)
→ -4%	-22%	?	2%	4%	-9
- CCN(CC)c1ccc(/C=N/N2CCN(Cc3ccccc3Cl)CC2)cc1
→ 0%	-19%	0%	-16%	0%	-19
- O=C(NCCS(=O)(=O)N1CCN(c2cccc(Cl)c2)CC1)c1ccco1
→ /	-4%	31%[activator]	5%	-8%	-12
- COc1ccc(-c2nc(CSc3nc4ncccc4[nH]3)c(C)o2)cc1OC
→ /	/	/	-14%	-7%	26
- CC(NC(=O)Cc1ccc([N+](=O)[O-])cc1)c1ccc2c(c1)OCO2 (centres undefined)
→ 2%	-23%	-12%	-15%	-2%	-30
- Nc1nnc(SCC(=O)Nc2cccc(S(=O)(=O)N3CCOCC3)c2)s1
→ /	-22%	7%[8.37 µM]	-2%	-12%	-3
- OCCc1c[nH]c2ccc(C(F)(F)F)cc12
→ -2%	-16%	?	4%	0%	-5
- Cc1ccc(S(=O)(=O)N2CCCC2C(=O)NCCc2ccccc2)cc1 (centres undefined)
→ 4%	21%	28%	-3%	4%	35
- COC(=O)c1ccccc1NC(=O)CNc1ccc(F)c(S(=O)(=O)N2CCOCC2)c1
→ /	-34%	?	-18%	0%	-4
- COc1ccc(C(=O)OCC(=O)Nc2ccc3c(c2)OCO3)cc1S(=O)(=O)N1CCOCC1
→ /	-18%	-10%	-22%	-11%	-23
- Cc1cccc(NC(=O)/C(C#N)=C\c2cc(C)n(-c3ccc(C(=O)O)cc3)c2C)c1
→ -1%	-28%	-17%	/	-4%	-61*
- COc1cc(O)c(C(CC(=O)N2CCCCC2)c2ccc3c(c2)OCO3)c(OC)c1 (centres undefined)
→ ?	-2%	-11%	4%	-2%	49
- O=C(CN(Cc1ccco1)C(=O)CCC(=O)Nc1ccccn1)NCCc1ccccc1
→ 1%	-1%	-3%	0%	-10%	19

Arranged by formula weight (low to high): some entries from above
Below each SMILES – Giardia FBPA inh	AmpC inh no detg	HCV inh	Sm TGR inh	AmpC inh detg	HCMV antiviral
- OCCc1c[nH]c2ccc(C(F)(F)F)cc12
→ -2%	-16%	?	4%	0%	-5
- Cn1c(-c2nnn(-c3ccc(F)cc3)n2)cc2ccccc21
→ 4%	-20%	/	-21%	9%	190
- Nc1cc(=O)[nH]c(SCC(=O)NC2CCCc3ccccc32)n1 (centres undefined)
→ -4%	-22%	?	2%	4%	-9
- Cc1cccc(NC(=O)/C(C#N)=C\c2cc(C)n(-c3ccc(C(=O)O)cc3)c2C)c1
→ -1%	-28%	-17%	/	-4%	-61*
- COc1ccc(Br)cc1CN(C)C(=O)CNC(=O)c1ccc2ccccc2c1
→ -6%	-11%	?	-6%	-6%	-15

The list goes on:
Below each SMILES – Giardia FBPA inh	AmpC inh no detg	HCV inh	Sm TGR inh	AmpC inh detg	HCMV antiviral
- COc1cccc(N2CCN(S(=O)(=O)c3cc4c(cc3C)N(C)CCO4)CC2)c1
→ -29%	-4%	-12%	?	-9%	10
- Cc1ccc(/C(COc2ccccc2O)=N\O)cc1
→ -10%	-22%	9%	1%	-10%	4
- COc1ccc(NC(=O)c2ccco2)cc1NC(=O)C(C)(C)Oc1ccc(Cl)cc1
→ /	/	/	-14%	-5%	-1
- CCOC(=O)c1ccccc1NC(=O)Cn1ccn2nc(-c3ccc(OCC)cc3)cc2c1=O
→ /	/	/	-5%	-1%	8
- CNc1nc(SCc2ccc(C)cc2)nc2c1CCCC2
→ -7%	-1%	?	19%	9%	-32
- Cc1cccc(CNC(=O)C2CCCN(S(=O)(=O)c3cn(C)cn3)C2)c1 (centres undefined)
→ /	/	/	3%	15%	24
- CN(CC1CCCCO1)C(=O)c1cc(COc2ccc(F)cc2Cl)on1 (centres undefined)
→ 8%	-11%	/	0%	?	24
- c1ccc(C2c3c(ccc4ccccc34)Oc3ncn4nc(-c5ccco5)nc4c32)cc1 (centres undefined)
→ 7%	-11%	?	2%	?	25
- Cc1ccc(NC(=O)CN(C)C(=O)CSc2ncc(C(F)(F)F)cc2Cl)cc1
→ 1%	26%	-10%	-6%	-15%	11
- COCCn1c(SCC(=O)NCc2ccco2)nc2cccnc21
→ -7%	-8%	11%	-23%	-15%	19
- Cc1ccc(CNC(=O)C2CC(c3ccc(C(F)(F)F)cc3)=NO2)o1 (centres undefined)
→ 5%	9%	1%	-12%	0%	1
- Cc1ccc(NC(=O)c2cc3ccccc3o2)cc1
→ -8%	12%	-11%	12%	-9%	113
- O=C(O)c1ccc2c(c1Sc1ccccc1)C(=O)c1ccccc1C2=O
→ 3%	-2%	/	-21%	2%	32
- CCOC(=O)Cc1nnc(NC(=O)CSc2ccc(C)cc2)s1
→ 3%	-28%	3%	1%	-13%	25
- COc1ccc(/C=C2\SC(=O)N(CC(=O)Nc3ccccc3O)C2=O)cc1OC
→ -7%	-35%	-16%	-3%	0%	95
- COc1ccc(NC(=O)Cn2ncc3c4ccccc4n(Cc4ccccc4)c3c2=O)cc1OC
→ /	/	/	5%	15%	12
- Cc1ccc(NC(=O)Cn2c(-c3ccc(F)cc3)cnc2SCC(=O)Nc2c(C)cccc2C)cc1
→ 10%	-24%	1%	-4%	-3%	-78*
- CC(=O)c1n[nH]nc1NC(=O)c1ccccc1
→ -17%	-15%	11%	25%	-13%	5
- COc1c(OC)c2[nH]c(=O)cc3c4ccccc4n(c1=O)c23
→ /	-9%	10%	-2%	?	-6
- COc1ccc(N2CCN(C(=O)c3cc(=O)c4ccc(C)cc4o3)CC2)cc1
→ 0%	37%	-3%	-19%	-5%	13
- COC(=O)C1CN(C(=O)COc2ccc(Cl)c(C)c2)c2ccccc2O1 (centres undefined)
→ 2%	22%	21%	-10%	-1%	-2
- COC(=O)c1ccc(-c2ccco2)n1Cc1cccc(C)c1
→ 1%	-42%	-5%	?	?	-14
- O=C(NCc1ccc[n+](CCCCS(=O)(=O)[O-])c1)c1ccc(OC(F)F)cc1
→ 2%	-8%	/	-7%	5%	/
- COc1ccc(CNC(=O)C2CSC(=O)C2)cc1 (centres undefined)
→ 0%	-6%	22%	-26%	-19%	-10
- COC(=O)C1CCN(C(=O)CC(NC(=O)C(F)(F)F)c2cccs2)CC1 (centres undefined)
→ -1%	-5%	16%	-3%	-1%	12
- CCCCCC(=O)NC(NC(=S)Nc1ccc(S(N)(=O)=O)cc1)C(Cl)(Cl)Cl (centres undefined)
→ -2%	-43%	13%	-20%	1%	16
- CCCn1c(=C(C#N)C#N)s/c(=C2\C=Cc3ccccc3N2CC)c1=O
→ 0%	-12%	-1%	-21%	-5%	-34
- O=C(CSc1nnc(-c2ccccc2)o1)NC1CCCCC1
→ 1%	-16%	-6%	6%	0%	-22
- CC(C)(C)Sc1ccc([N+](=O)[O-])cc1C(=O)Nc1ccncc1
→ 0%	-26%	-7%	12%	-8%	-3
- CCOc1ccc(NC(=O)c2ccc(CSc3nnc(C)s3)cc2)cc1
→ 5%	21%	?	7%	5%	-35
- O=C(Nc1cccc(-c2ccc(F)cc2)c1)C1CCCN(Cc2cccnc2)C1 (centres undefined)
→ 7%	117%[activator]	?	-1%	?	12
- COC(=O)C1=C(C)N(C)C(=O)NC1c1cc2c(cc1[N+](=O)[O-])OCO2 (centres undefined)
→ ?	-20%	8%	-35%	-4%	17
